# Bioassay records from PubChem BioAssay.
# D1 antag = blocks dopamine activation of the human D1 receptor; P21728; HEK293 TREx D1 cells, calcium flux, dopamine EC80; hits give low values; activity change, negative = inhibition, % at 10 µM; 360,000 compounds, 3.2% hits; in the data active = activity change below about -30%; also: % is scaled to controls: 0 for no effect and ±100 for the full control effect
# Target sequence (P21728 whole entry, looked up): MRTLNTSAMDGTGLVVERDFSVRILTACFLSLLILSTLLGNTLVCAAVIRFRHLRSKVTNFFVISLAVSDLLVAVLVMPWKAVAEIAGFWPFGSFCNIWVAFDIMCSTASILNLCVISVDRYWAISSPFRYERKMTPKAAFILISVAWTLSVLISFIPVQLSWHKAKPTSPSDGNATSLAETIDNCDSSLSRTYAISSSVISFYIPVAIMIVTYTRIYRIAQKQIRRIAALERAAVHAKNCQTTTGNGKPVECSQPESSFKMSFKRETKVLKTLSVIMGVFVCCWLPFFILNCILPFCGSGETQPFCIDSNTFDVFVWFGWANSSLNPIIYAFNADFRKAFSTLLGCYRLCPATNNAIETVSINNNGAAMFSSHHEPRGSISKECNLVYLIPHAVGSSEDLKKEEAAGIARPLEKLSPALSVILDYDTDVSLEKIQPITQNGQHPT
#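 Cells carrying a force-coupled, tetracycline-inducible human D1 receptor report calcium flux. Each well gets a 10 s baseline, compound with 180 s monitoring, then an EC80 dopamine stimulus with a second 180 s kinetic read.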
# Glioma ERSR ind = induces the endoplasmic reticulum stress response in human glioma cells. U87-MG GRP78 promoter luciferase reporter, 16 h. Potency, µM, without a hit: at the highest dose activation, usual class: activators. 420,000 compounds, 0.02% hits; also: potency is read from the fitted curve at half-maximal effect; series mostly up to about 76 µM; % of control where 0% means no effect; nearly all actives have a fitted effect of over 35% in size
#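 ERSR induction read as luciferase luminescence (Bright-Glo, 10 min at room temperature) in stably transfected human U87-MG glioma cells exposed to compounds for 16 h, using GRP78 as sensor.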
# Vif-APOBEC3F blk = blocks the Vif interaction with APOBEC3F. HeLa A3F-eYFP + Vif (tagged APOBEC3F with the HIV-1 protein that degrades it), YFP fluorescence increase. Potency, µM (titrated, usually from 46.1 µM), for inactives: at the highest dose activity, negative = active. 390,000 compounds, 0.2% hits; also: potency is read from the fitted curve at half-maximal effect; % of control where 0% means no effect; nearly all actives have a fitted effect of over 65% in size
#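 HeLa cells stably expressing A3F-eYFP plus Vif, plated and incubated overnight at 37 deg C, then exposed to compounds overnight at 37 deg C. Blocked degradation read as raised yellow fluorescence (Ex 488/Em 500-530).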
# RXFP1 agonist = agonists of human relaxin receptor RXFP1 | HEK293T-RXFP1 cAMP TR-FRET, 30 min; response scale: percent of porcine relaxin response, buffer zero | 370,000 compounds, 0.3% hits | Potency, µM (top dose mostly 57.5 µM), for inactives: top-dose activation, hits mostly activators; also: potency is read from the fitted curve at half-maximal effect; % is scaled to controls: 0 for no effect and ±100 for the full control effect; nearly all actives have a fitted effect of over 60% in size; many of its hits are not listed in these tables
#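 cAMP rise read by TR-FRET after 30 min, 37C compound exposure (up to 58 uM) in RXFP1-transfected HEK293 cells with Ro 20174 present. EC50 from Hill-equation fits, with 29 nM porcine relaxin as 100% and buffer as basal.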
# RXFP1 antagonist = RXFP1 (human) relaxin receptor antagonism | AID 1259400 | 350,000 compounds, 0.59% hits | Q9HBX9 | HEK293-RXFP1, relaxin-stimulated cAMP HTRF, 30 min; hits give low values | activity change, negative = inhibition, % at 57.5 µM;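 active = activity change of -60% or lower, but not beyond a set lower limit; inconclusive = change between -60% and -40%, or beyond the set limit; inactive = change above -40%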; also: % is scaled to controls: 0 for no effect and ±100 for the full control effect
# D1 potentiator = enhances dopamine response at the human D1 receptor; P21728; HEK293 TREx D1 cells, calcium flux, dopamine EC20 potentiation; potentiation, % at 10 µM; 360,000 compounds, 0.036% hits; in the data active = potentiation above about 30%; also: 0% is about no effect
# D1 ag = human D1 receptor agonism; P21728; HEK293 T-REx D1 cells, calcium flux, agonist mode; activation, % at 2 µM; 360,000 compounds, 1% hits; AID 504660; in the data active = activation above about 30%; also: 0% is about no effect
#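 Tetracycline-induced HEK293 TREx D1 cells, force-coupled to calcium signalling, were dye-loaded with a no-wash calcium kit. Compound was pin-added after a 10 s baseline. Fluorescence was read kinetically at 1 cycle/s for 180 s, with calcium rises flagged as agonism.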
# D2 potentiator = positive allosteric modulators of human D2 dopamine receptor. HEK293 T-REx D2, calcium flux, EC20 dopamine potentiation. potentiation, % at 10 µM. 340,000 compounds, 0.34% hits. AID 485347;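 active = potentiation over 3 SD above the plate norm, cut at about 30% in these data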; also: 0% is about no effect
# Target sequence (P14416 whole entry, looked up): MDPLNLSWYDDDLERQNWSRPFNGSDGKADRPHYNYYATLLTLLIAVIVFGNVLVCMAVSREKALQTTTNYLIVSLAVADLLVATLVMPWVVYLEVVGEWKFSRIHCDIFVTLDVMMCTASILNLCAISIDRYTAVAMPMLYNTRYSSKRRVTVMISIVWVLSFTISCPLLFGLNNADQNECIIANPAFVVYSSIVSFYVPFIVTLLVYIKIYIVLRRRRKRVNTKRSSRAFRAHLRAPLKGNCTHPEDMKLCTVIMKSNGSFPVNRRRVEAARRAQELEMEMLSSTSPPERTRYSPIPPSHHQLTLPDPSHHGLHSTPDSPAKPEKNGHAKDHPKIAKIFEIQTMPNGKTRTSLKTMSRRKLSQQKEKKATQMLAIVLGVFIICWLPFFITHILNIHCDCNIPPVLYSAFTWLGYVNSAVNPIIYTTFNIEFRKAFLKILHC
#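 Cells plated with tetracycline inducer and held overnight at 30 C; calcium dye loaded 30–90 min at room temperature; baseline taken, compound added and read 180 s; EC20 dopamine then added and read 180 s.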
# Vif-APOBEC3G blk = Vif-A3G binding inhibition. Potency, µM (top dose mostly 46.1 µM), without a hit: at the top dose activity, negative = active, hits mostly inhibitors. HeLa A3G-eYFP + Vif (tagged APOBEC3G with the HIV-1 protein that degrades it), YFP fluorescence, overnight. Q9HC16. 410,000 compounds, 0.076% hits. AID 602310;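 also: potency is read from the fitted curve at half-maximal effect; % is scaled to controls: 0 for no effect and ±100 for the full control effect; nearly all actives have a fitted effect of over 60% in size; hits raise eYFP signal because A3G escapes Vif-driven loss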
#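 HeLa cells stably expressing Vif and C-terminally eYFP-tagged A3G, seeded overnight at 37 deg C, then exposed to compound by pintool overnight at 37 deg C. Rise in yellow fluorescence (Ex 488/Em 500-530, Acumen) marks blocked Vif-driven A3G degradation.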
# Active calls of the source: *; ? = inconclusive; · = not tested or not shown. Unless noted, calls follow the shape of the dose curve; as a rule, active = well fitted curve in the direction sought with a large enough effect; inconclusive = small, poorly fitted or top-dose-only effect, or another doubt; inactive = no such curve, though single readings can be large; an effect the other way counts as inactive or inconclusive. Some of the compounds tested. The share of hits here may be higher or lower than overall.
structure,D1 antag,Glioma ERSR ind,Vif-APOBEC3F blk,RXFP1 agonist,RXFP1 antagonist,D1 potentiator,D1 ag,D2 potentiator,Vif-APOBEC3G blk
O=C(COC(=O)/C=C/c1ccccc1)NCc1cccs1,-26,-1%,0%,1.7%,4,-4,6,0,4%
COc1ccc2c(=O)cc(-c3ccncc3)oc2c1OC,·,-5%,-12%,·,-9,·,·,·,-3%
Cn1c(CN2CCN(CCO)CC2)c(C#N)c2ccccc21,-10,-5%,-1%,3.9%,-15,2,2,·,-2%
Cc1cc(C)c(NC(=O)CN2CCCCCC2)c(C)c1,1,9%,14%,-3.5%,6,-5,3,-4,1%
Cc1nnc(NC(=O)CSc2nnc(CNC(=O)C34CC5CC(CC(C5)C3)C4)n2C2CCCCC2)s1,16,-5%,-4%,0.0%,-1,1,-1,-6,0%
O=C(N/N=C/c1ccc(OCc2ccccc2)cc1)c1cccs1,-7,4%,-2%,-1.5%,-13,-6,11,10,-5%
O=C(C1=C[C@H](c2ccccc2)C[C@H](OCc2ccc(CO)cc2)O1)N1CCN(Cc2ccccc2)CC1,-11,-4%,7%,-0.2%,·,-1,-3,5,-3%
O=C(N[C@@H](Cc1ccccc1)C(=O)N1CCC2(CC1)NCCc1[nH]cnc12)c1cccc(F)c1,-3,-8%,7%,0.4%,5,2,0,13,0%
CCN(CC)c1nc2ccccc2[nH]c1=O,-3,-1%,?,0.0%,5,4,4,-3,-6%
O=C(Nc1cccnc1)c1ccc(N2CCOCC2)c([N+](=O)[O-])c1,-13,0%,0%,-0.3%,1,1,4,-1,-5%
Fc1ccc(-c2nnc(CN3CCN(c4ccccn4)CC3)o2)cc1,1,-3%,-1%,2.0%,-10,-3,3,-23,1%
CCN(Cc1ccccc1)S(=O)(=O)c1cc(C(=O)OC)n(C)c1,-24,-4%,2%,8.3%,·,-8,13,-4,-1%
CCn1c(=O)cc(SCC(=O)Nc2cc(Cl)ccc2OC)c2ccccc21,4,-3%,2%,27%,·,6,4,-8,-5%
Fc1ccc(/C=N/n2c(C3CCCCC3)n[nH]c2=S)cc1,4,-1%,10%,0.3%,-12,-2,1,7,-9%
Cc1ccc(/C(N)=N/OC(=O)c2ccc(F)cc2)cc1,0,5%,0%,1.3%,0,-3,3,-3,1%
CN(C)S(=O)(=O)c1cccc(NC(=O)NCCCl)c1,-9,3%,1%,0.0%,-2,-2,1,-12,-4%
COc1ccc(C)cc1NC(=O)NC1CC(=O)N(c2ccc3c(c2)OCCO3)C1 (stereo not given),·,-5%,-10%,·,1,·,·,·,0%
CCOC(=O)N1CCN(C(=O)Cc2cccs2)CC1,-8,-5%,-10%,1.0%,-25,-5,0,11,0%
Cc1ccc(C)c(N2CCN(CCCNC(=O)c3cnn(-c4cccc(Cl)c4)c3C3CCN(C(=O)OC(C)(C)C)CC3)CC2)c1,10,-3%,6%,3.3%,-15,3,6,-10,6%
COc1ccc(S(=O)(=O)N2CCCN(CC(=O)Nc3ccc(OC)cc3OC)CC2)cc1,-9,-2%,-3%,0.0%,-8,-4,0,-9,4%
COC(=O)CC1(CC(N)=O)SCCS1,·,-1%,9%,·,-4,·,·,·,1%
COc1ccc(Nc2nc(-c3cccs3)cs2)c(OC)c1,10,5%,-1%,1.1%,-16,-10,3,9,0%
Cc1cc2nc(/C=C/c3nc4cc(C)c(C)cc4[nH]3)[nH]c2cc1C,10,-2%,4%,-3.8%,7,1,4,-5,2%
COC(=O)c1c(-c2ccncc2)csc1NC(=O)c1ccoc1C,0,7%,-7%,3.1%,2,-3,1,2,-6%
N#CC1=C(N)Oc2cc3ccccc3cc2C1c1cccs1 (stereo not given),-15,-5%,-25%,-0.1%,-25,-9,1,1,-22%
COc1cc(NS(C)(=O)=O)c(OC)cc1NC(=O)c1cccc(F)c1,-7,1%,-4%,0.7%,-14,-8,0,14,1%
COc1cccc(/C=C/C(=O)Oc2ccc(C(=O)c3ccc(F)cc3)cc2)c1,-10,1%,-2%,0.3%,-10,-6,6,-6,1%
CCOC(=O)c1ccc2[nH]c3c(c2c1)CCCC3C(=O)OCC (stereo not given),7,5%,-3%,3.4%,2,10,4,-5,-5%
CCOc1ccc(OCC)c(NC(=O)c2c(C)nn(-c3ccccc3)c2-n2cccc2)c1,8,0%,6%,-1.4%,·,0,2,-8,3%
COCCOC1CCN(Cc2cn(Cc3ccccc3)nc2-c2cc3ccccc3o2)CC1,8,-5%,6%,-0.6%,-17,0,7,-1,3%
Cc1ccc(O)c(C2=Nc3ccccc3N=C(c3ccc([N+](=O)[O-])cc3)C2)c1,5,-3%,0%,-0.5%,7,-4,2,11,-1%
CCc1nnc(NC(=O)c2ccc(S(=O)(=O)N(CC(C)C)CC(C)C)cc2)o1,-27,-9%,-8%,0.7%,5,-5,1,-3,-1%
CC(C(=O)Nc1ccc(F)c(F)c1F)N(C)Cc1cccs1 (stereo not given),-11,-4%,0%,-3.3%,-12,-2,2,-5,-4%
N#Cc1nc(-c2cccs2)oc1N1CCOCC1,-17,-3%,2%,14%,4,-11,2,-1,0%
CC1(c2ccc(OC(F)F)cc2)NC(=O)N(CC(=O)Nc2cccc(F)c2)C1=O (stereo not given),-61*,?,9%,0.3%,-2,-6,60*,2,-11%
CC(C)Oc1ccc(CNC(=O)Cn2ncn3nc(-c4cccs4)cc3c2=O)cc1,-5,-3%,-21%,-1.3%,-9,0,0,-2,-4%

# By substructure: those above containing a furan ring, fused or not.
structure,D1 antag,Glioma ERSR ind,Vif-APOBEC3F blk,RXFP1 agonist,RXFP1 antagonist,D1 potentiator,D1 ag,D2 potentiator,Vif-APOBEC3G blk
COC(=O)c1c(-c2ccncc2)csc1NC(=O)c1ccoc1C,0,7%,-7%,3.1%,2,-3,1,2,-6%
COCCOC1CCN(Cc2cn(Cc3ccccc3)nc2-c2cc3ccccc3o2)CC1,8,-5%,6%,-0.6%,-17,0,7,-1,3%

# Going on with the list.
mol,D1 antag,Glioma ERSR ind,Vif-APOBEC3F blk,RXFP1 agonist,RXFP1 antagonist,D1 potentiator,D1 ag,D2 potentiator,Vif-APOBEC3G blk
O=[N+]([O-])c1cccc(S(=O)(=O)NCCOc2cccc3cccnc23)c1,-18,-3%,4%,-0.2%,-7,4,2,1,-1%
CC1CC(NC(=O)c2c(O)nc3sccn3c2=O)CC(C)(C)C1 (stereo not given),5,5%,-16%,0.0%,-25,0,3,3,1%
Cc1ccc(NC(=O)CCCSc2nc3ccccc3[nH]2)cc1,-33*,0%,-9%,0.6%,9,-1,1,-19,-1%
COc1ccc(CC(=O)Oc2ccc(C(C)C)cc2)cc1S(=O)(=O)N1CCOCC1,-18,0%,-12%,-0.1%,-18,-9,5,-4,0%
O=C(CSc1nnc(-c2ccccn2)o1)Nc1ccccc1Cl,-2,-8%,-3%,1.8%,9,-5,1,-8,0%
O=C(NCc1ccco1)C1CCN(c2nc3ccccc3n2Cc2ccccc2F)CC1,6,3%,2%,-0.8%,·,·,19,5,-4%
CCN(CC)CCNC1=NCCn2c1cc1cc(OC)ccc12,-19,-9%,-2%,1.3%,1,-2,2,-3,1%
CC(C)Sc1nnc(-c2c[nH]c3ccccc23)n1C,2,6%,5%,-0.8%,-14,·,-1,-2,-3%
CCOc1ccc(S(=O)(=O)N2CCOCC2)cc1NC(=O)CSCc1ccc(C)cc1,18,-6%,-6%,-0.6%,2,-7,5,11,?
CCOC(=O)c1sc(=NC(=O)c2ccco2)n(C)c1C,-1,6%,2%,21%,-8,3,-3,-7,-4%
CCN1C(=O)C2C(C1=O)N1C(c3ccccc3)C3C(=O)N(CC)C(=O)C3N1C2c1ccccc1 (stereo not given),-10,-4%,5%,0.9%,8,3,0,4,0%
COc1cc2c(=O)n(CC3CCCO3)c(=O)n(CC(=O)Nc3ccc(F)cc3F)c2cc1OC (stereo not given),-25,0%,-8%,2.3%,·,-4,-1,5,0%
Nc1ccc(S(=O)(=O)NNC(=O)C(=O)NNc2ccccc2)cc1,0,-5%,-12%,-0.3%,-12,9,1,·,1%
C[C@]12CCC3C(CC[C@H]4CCCC[C@]34C)C1CC[C@@]2(O)CNCCO (stereo not given in full),-7,-4%,-7%,2.1%,10,0,2,1,5%

# Ordered by count of non-hydrogen atoms (ascending): some entries from above.
mol,D1 antag,Glioma ERSR ind,Vif-APOBEC3F blk,RXFP1 agonist,RXFP1 antagonist,D1 potentiator,D1 ag,D2 potentiator,Vif-APOBEC3G blk
CCOC(=O)c1sc(=NC(=O)c2ccco2)n(C)c1C,-1,6%,2%,21%,-8,3,-3,-7,-4%
Nc1ccc(S(=O)(=O)NNC(=O)C(=O)NNc2ccccc2)cc1,0,-5%,-12%,-0.3%,-12,9,1,·,1%
C[C@]12CCC3C(CC[C@H]4CCCC[C@]34C)C1CC[C@@]2(O)CNCCO (stereo not given in full),-7,-4%,-7%,2.1%,10,0,2,1,5%
